Efflux pump inh = blocks antifungal efflux pumps in multiplex yeast assay; AID 485275; 330,000 compounds, 0.44% hits; inhibition, % at 10 µM; S. cerevisiae Candida pump triplex, Nile Red efflux;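 active means plate passing quality check with inhibition over a set limit, or well fluorescence over plate mean plus 4 SD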;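 further: Nile Red retained in pooled yeast measured as flow cytometry median fluorescence; 0% = buffer negative control and 100% = Enniatin B positive control; higher means more Nile Red kept so more efflux inhibition; some compounds called inactive have numbers as strong as hits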
GASC-1 inh = blocks human GASC-1 demethylase activity; Q9H3R0; GST-JMJD2C(1-420) H3K9me3 demethylation, DELFIA europium; inhibition, % at 2.35 µM; 330,000 compounds, 0.069% hits;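 active means more than half of a compound's replicate wells show inhibition beyond 50%, single wells judged on their own value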;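 further: signal counts dimethyl H3K9 product captured on neutravidin plate; 0% = median of DMSO wells and 100% = 0.3 times that DMSO median; strong numbers were not always called active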
Target sequence (Q9H3R0 1-420 limits assumed): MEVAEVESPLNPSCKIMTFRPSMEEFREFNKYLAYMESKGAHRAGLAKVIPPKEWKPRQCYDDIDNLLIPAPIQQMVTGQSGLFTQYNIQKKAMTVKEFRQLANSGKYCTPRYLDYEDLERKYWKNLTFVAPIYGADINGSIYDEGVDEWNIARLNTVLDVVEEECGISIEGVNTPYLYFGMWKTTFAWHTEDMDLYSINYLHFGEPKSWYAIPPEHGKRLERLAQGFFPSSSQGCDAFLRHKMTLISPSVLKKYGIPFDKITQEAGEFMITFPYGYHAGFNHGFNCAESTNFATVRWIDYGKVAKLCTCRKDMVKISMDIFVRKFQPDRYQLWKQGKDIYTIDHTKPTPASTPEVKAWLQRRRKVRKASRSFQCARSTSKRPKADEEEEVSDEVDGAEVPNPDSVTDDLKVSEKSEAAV
HCV core dimer = blocks dimerization of HCV core protein. AID 1899. TR-FRET GST/Flag-core106 dimerization, 1536-well. inhibition, % at 5 µM. 300,000 compounds, 0.33% hits;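 active means inhibition above the mean of all tested compounds plus 3 SD, set per screening campaign, cut at about 45% in these data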
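Assay system: GST-tagged and Flag-tagged HCV core protein residues 1-106 / Times: compound-protein-antibody incubation 4 h at 22.5 °C / Signal: time-resolved FRET, ex 340 nm, em 617 and 671 nm / Evaluation: % inhibition based on acceptor/donor emission ratio / Benchmarks: wells lacking GST-core106 and wells with excess unlabelled core106 / Repeats: singlicate, one well per compound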
TPT1 inh = C. albicans TPT1 enzyme inhibition. 300,000 compounds, 0.81% hits. inhibition, % at 5 µM. recombinant caTPT1, FP RNA substrate dephosphorylation;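 active means inhibition above the mean of all tested compounds plus 3 SD, set per screening campaign, cut at about 24% in these data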;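 further: plate controls were DMSO alone for no effect and ferristatin control at 100 nM for full effect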
proCasp7 act = counter-screen for procaspase-3 activators: activators of human procaspase-7; recombinant procaspase-7, Ac-DEVD-pNA absorbance 405 nm; D23A/D198A/D206A triple mutant, cannot self-cleave; scale: DMSO 0, 5 µM enzyme 100; activation, % at 8.5 µM; 330,000 compounds, 0.093% hits; AID 463210; P55210;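 active means percent activation above the screen-wide mean plus 3 SD, cut at about 25% in these data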
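Detection: p-Nitroaniline absorbance at 405 nm, read at 0 and 120 min; system: Uncleavable procaspase-7 mutant enzyme; evaluation: % activation from two-timepoint absorbance difference, scaled to controls; times: 1 h enzyme–compound preincubation and 2 h substrate reaction, both 25 °C; buffer or medium: Zinc-free HEPES pH 7.4 with 300 mM NaCl, 0.01% Triton X-100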
proCasp3 act = activators of human procaspase-3; P42574; recombinant procaspase-3 D3A, Ac-DEVD-pNA absorbance 405 nm; activation, % at 8.5 µM; 330,000 compounds, 0.11% hits;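 active means activation above the mean of all tested compounds plus 3 SD, cut at about 21% in these data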;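 further: 0% = DMSO alone and 100% = DMSO wells spiked with extra 5 µM PC-3 D3A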
Target sequence (P42574 whole entry D9A/D28A/D175A): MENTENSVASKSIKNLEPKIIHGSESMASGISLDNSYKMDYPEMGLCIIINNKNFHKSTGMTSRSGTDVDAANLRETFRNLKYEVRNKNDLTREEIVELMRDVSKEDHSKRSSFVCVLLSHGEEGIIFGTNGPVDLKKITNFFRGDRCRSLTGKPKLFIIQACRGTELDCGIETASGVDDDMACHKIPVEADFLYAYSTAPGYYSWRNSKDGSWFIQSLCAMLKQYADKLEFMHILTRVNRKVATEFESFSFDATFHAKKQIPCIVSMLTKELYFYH
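Assay system: Autoprocessing-dead procaspase-3 D3A mutant enzyme; also added: Ac-DEVD-pNA; doses: one concentration, 8.5 µM nominal, 0.8% DMSO; times: 1 h compound preincubation, 2 h substrate hydrolysis at 25 °C; technique: 405 nm absorbance of p-nitroaniline, reads at 0 and 120 min; measure: % activation between DMSO and enzyme-spiked controls; repeats: single replicate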
PP5 inh = inhibitors of human protein phosphatase 5 (PP5); P53041; purified PP5c, OMFP substrate fluorescence; inhibition, % at 6.7 µM; 320,000 compounds, 0.18% hits; AID 1987;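 active means inhibition above the campaign's mean inhibition across all tested compounds plus 3 SD, cut at about 9.5% in these data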;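 further: 0% = DMSO only and 100% = 100 µM cantharidin control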
PP1 inh = counter-screen for PP5 inhibitors: inhibitors of human PP1-alpha. P62136. purified PP1alpha, OMFP fluorescence. inhibition, % at 6.7 µM. 320,000 compounds, 0.9% hits. AID 2235;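 active means inhibition above the mean inhibition of all tested compounds plus 3 SD, computed separately for each screening campaign, cut at about 15% in these data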
Target sequence (P62136 whole entry, looked up): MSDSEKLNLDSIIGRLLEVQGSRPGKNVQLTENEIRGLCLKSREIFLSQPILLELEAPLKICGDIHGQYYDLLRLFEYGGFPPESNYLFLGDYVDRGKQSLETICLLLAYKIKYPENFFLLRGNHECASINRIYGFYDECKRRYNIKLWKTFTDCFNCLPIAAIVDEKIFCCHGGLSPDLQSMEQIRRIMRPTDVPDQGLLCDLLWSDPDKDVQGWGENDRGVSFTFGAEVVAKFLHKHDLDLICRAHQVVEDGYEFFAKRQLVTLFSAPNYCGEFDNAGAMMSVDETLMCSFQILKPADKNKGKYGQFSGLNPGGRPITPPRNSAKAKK
Fh CTSL1 inh = cathepsin L1 inhibition, PFM18AAP counter-screen; recombinant F. hepatica cathepsin L1, Z-Leu-Arg-MCA fluorescence; inhibition, % at 5.96 µM; 300,000 compounds, 0.49% hits; AID 1906;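 active means inhibition above the mean of all tested compounds plus 3 SD, set per screening campaign, cut at about 17% in these data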;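 further: 0% = plate median of test compound wells and 100% = 1 µM Z-Phe-Ala-diazomethylketone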
The depositor's hits bear a star; i = inactive; nt = not tested or not shown; & = joins results of further samples.

SMILES	Efflux pump inh	GASC-1 inh	HCV core dimer	TPT1 inh	proCasp7 act	proCasp3 act	PP5 inh	PP1 inh	Fh CTSL1 inh
COC(=O)c1c(NC(=O)CCC(=O)O)sc(Cc2ccccc2)c1C	-0.1	1	5	0	-2	1	-2.1	0	0
CC(C)=CCOc1ccc2ccc(=O)oc2c1	0.1	12	0	-5	1	2	0.3	-7	-1
O=C(COC(=O)C1CCC1)Nc1ncc(Cl)cc1Cl	-0.1	-40	-1	-3	3	2	-0.1	1	-8
COc1cc(-c2[nH]ncc2CN2CCSCC2)cc(OC)c1OC	-0.1	5	-1	-2	8	-3	-0.6	-3	-5
CC(C)(C)C(=O)Cn1ncc(N2CCOCC2)c(Cl)c1=O	0.3	-4	-7	1	3	-5	1.1	0	-8
CN1CCC(N(C)C(=O)COc2ccc(S(=O)(=O)N3CCOCC3)cc2)CC1	-0.1	11	-3	-3	4	6	-0.5	-3	-3
O=C(c1ccc(Cl)s1)N1CCN(S(=O)(=O)c2ccc(Cl)cc2)CC1	-0.2	9	nt	nt	7	-1	nt	nt	nt
CC(=O)c1cc(CN2CCN(Cc3ccccc3)C(CCO)C2)cs1 (configuration not stated)	0.1	6	0	-2	1	-2	1.9	-5	0
Cc1nc(NS(=O)(=O)c2ccccc2)sc1C(=O)N/N=C/c1ccccc1	0.2	3	3	3	-6	1	0.9	-1	8
COc1ccc(S(=O)(=O)N(C)c2ccc(C(=O)N3CCC(C(N)=O)CC3)cc2)cc1	0.0	15	4	-1	11	2	0.1	-2	-3
O=C(Nc1nnc(SCc2ccc(F)cc2)s1)c1ccc2c(c1)C(=O)N(c1ccccc1Cl)C2=O	0.0	10	30	-1	8	1	1.5	-3	4
CSc1nc(N(C)C)nc(N2CC(=O)N(CCNS(=O)(=O)c3ccc(C)cc3)C2=N)n1	-0.3	4	8	-4	0	7	1.5	-4	1
O=C(NCCN=C1NS(=O)(=O)c2ccccc21)c1ccncc1	0.4	3	-1	2	0	6	1.0	-2	4
O=C(NCCOc1ccccc1)c1cccc(S(=O)(=O)NCc2ccccc2)c1	-0.1	-5	-7	0	2	6	0.4	-1	-5
O=C(NCCc1ccccc1)c1nc(CS(=O)(=O)c2ccc(Cl)cc2)no1	0.0	-3	7	-1	-2	3	1.1	0	-3
CCS(=O)(=O)N1CCN(C(=O)c2cc(OC)cc(OC)c2)CC1	0.0	15	4	1	9	0	1.3	-2	-4
COc1cccc(NC(=O)CCS(=O)(=O)c2ccc(Br)cc2)c1	0.3	-6	0	1	-10	-1	-1.0	-1	-4
Cc1ccc2occ(-c3nn[nH]n3)c(=O)c2c1	-0.1	-6	-2	-1	5	-7	-1.4	3	1
COc1ccc(-c2cn(Cc3ccc4ccccc4c3)nn2)cc1	0.1	3	-6	-2	-2	4	1.2	-1	-3
Cc1cc2oc(=O)c(CC(=O)NCCCO)c(C)c2c2occ(C(C)(C)C)c12	-0.3	-4	8	-1	-6	7	-1.1	9	2
CCOc1ccc(C(=O)N2CCN(c3cnn(-c4ccccc4)c(=O)c3Cl)CC2)cc1	-0.2	21	-25	-2	9	7	-2.2	2	0
Brc1cccc(CNc2nc3ccccc3n2CCN2CCOCC2)c1	0.2	178	4	3	0	-2	-0.4	0	2
COc1ccccc1OC(C)C(=O)N1CCN(Cc2ccc3c(c2)OCO3)CC1 (configuration not stated)	-0.1	-3	-8	-1	-3	-1	1.1	3	-1
CCN(CC)S(=O)(=O)c1ccc(Cl)c(C(=O)Nc2nnc(C)s2)c1	-0.3	-14	2	-4	-5	-9	-0.2	-2	3
COC(=O)c1ccc(C(=O)OC)c(NC(=S)N2CCCCC2)c1	0.2	1	-2	-3	-12	-2	-1.2	0	-2
CN(C)c1ncc(S(=O)(=O)c2ccccc2)c(=O)[nH]1	-0.1	-13	5	2	9	-1	1.1	-4	0
CCOc1ccc(NC(=O)c2ccc(CNc3c(NC4CCCCC4)c(=O)c3=O)cc2)cc1	0.7	46	17	2	7	3	1.7	-1	-8
Cc1cc(C)nc(NCc2ccc(Cl)cc2)n1	0.2	68*	-14	1	-12	-3	0.4	-2	1
O=C(OCc1cc2ccccc2[nH]c1=O)c1ccccc1	0.0	4	2	1	5	6	-0.1	2	9
C/C(=N\N1CCN(C2c3ccccc3-c3ccccc32)CC1)c1ccncc1	0.1	1	8	0	4	-4	-0.5	-3	7
Cc1ccc(C2C(C#N)=C(N)Oc3c2oc(CO)cc3=O)o1 (configuration not stated)	0.1	5	-1	-2	-27	-12	-1.4	-5	1
CC(=O)c1c(C(C)=O)c(C)n(-c2nc(-c3ccc(C)c(C)c3)c(C)s2)c1C	0.6	-16	18	-1	11	-3	2.7	3	0
FC(F)(F)c1cccc(N2CCN(Cc3ccoc3)CC2)c1	0.1	0	2	-1	-3	3	2.8	0	5
Cc1cc(C)c(NC(=O)COC(=O)C23CC4CC(CC(O)(C4)C2)C3)c(Cl)c1	-0.3	-1	nt	nt	-3	10	nt	nt	nt
CCOC(=O)c1ccc(NC(=O)CCc2nc(-c3ccc(C)cc3)no2)cc1	-0.1	4	1	0	0	-4	7.0	3	5
CS(=O)(=O)N(CC(=O)NCCSC1CCCCC1)c1cccc(F)c1	-0.1	2	-2	1	10	10	0.4	6	0
CCOc1cc2[nH]c(=O)n(CCCN3CCN(c4ccc(OC)cc4)CC3)c(=O)c2cc1OCC	-0.1	-21	-3	-2	4	5	1.8	-5	-2
O=C(NCc1ccc2c(c1)OCO2)C(=O)NCC1OCCN1S(=O)(=O)c1ccc(F)cc1 (configuration not stated)	0.2	-6	7	-3	6	-3	0.9	2	-4
CCOC(=O)C1C(=O)OC(C)(C)C1C(C)C(=O)c1ccc(OC)cc1 (configuration not stated)	0.0	-2	6	1	13	1	2.3	3	-3
Nc1nc2ccc(O)cc2s1	0.1	9	0	-1	-3	-8	1.5	-2	0
O=c1ccc(NS(=O)(=O)c2ccc(Cl)cc2)cn1Cc1ccc(Cl)c(Cl)c1	0.0	-23	15	3	1	-1	3.2	1	5
O=C(NCCCN1CCOCC1)c1cc2cc(Br)ccc2oc1=O	0.0	-1	-10	-5	-3	15	-0.2	-2	3
Cc1ccc(NC(=O)Nc2cc(S(=O)(=O)N(C)C)ccc2C)cc1	0.1	2	-2	0	2	-4	1.9	1	18*
Cc1nn(CC(=O)NCCc2cccs2)c(=O)c2nn(-c3ccccc3)c(C)c12	0.1	-35	28	-1	-7	2	1.1	12	3
Cc1ccc(CNC(=O)C2CC(c3ccccc3[N+](=O)[O-])=NO2)o1 (configuration not stated)	nt	3	-10	-3	4	7	1.6	-1	1
CC(C)[C@H](NC(=O)[C@H](CC(=O)O)NC(=O)[C@H](CCCCN)NC(=O)[C@@H](N)CCCN=C(N)N)C(=O)N[C@@H](Cc1ccc(O)cc1)C(=O)O	0.1	3	-2	1	6	6	0.6	-1	1
COCCn1nnnc1C(C(C)C)N1CCOCC1 (configuration not stated)	0.0	-24	6	-2	-7	-8	0.6	0	-1
O=C(NCCCN1CCOCC1)C(=O)N/N=C/c1cccc2ccccc12	0.0	-18	-7	-2	7	1	2.7	0	6
CCCCOC(=O)CSc1n[nH]c(=O)[nH]c1=O	0.0	11	-4	0	3	-1	0.4	-2	1
O=C(CCN1C(=O)c2ccccc2S1(=O)=O)Nc1nc2c(s1)CCCC2	-0.2	4	6	1	5	1	1.2	1	0

Three compounds drawn at random from those above:
SMILES	Efflux pump inh	GASC-1 inh	HCV core dimer	TPT1 inh	proCasp7 act	proCasp3 act	PP5 inh	PP1 inh	Fh CTSL1 inh
Cc1ccc(NC(=O)Nc2cc(S(=O)(=O)N(C)C)ccc2C)cc1	0.1	2	-2	0	2	-4	1.9	1	18*
O=C(NCCCN1CCOCC1)c1cc2cc(Br)ccc2oc1=O	0.0	-1	-10	-5	-3	15	-0.2	-2	3
Cc1ccc(CNC(=O)C2CC(c3ccccc3[N+](=O)[O-])=NO2)o1 (configuration not stated)	nt	3	-10	-3	4	7	1.6	-1	1

Carrying on:
SMILES	Efflux pump inh	GASC-1 inh	HCV core dimer	TPT1 inh	proCasp7 act	proCasp3 act	PP5 inh	PP1 inh	Fh CTSL1 inh
CN(C)/C=C/C(=O)c1cnc(-c2cccc(Cl)c2)s1	0.1	i	10	2	4	5	1.3	-2	4
Cc1ccccc1N=C1SC(CC(=O)Nc2ccc3ccccc3c2)C(=O)N1Cc1ccccn1 (configuration not stated)	0.8	-3	14	2	10	5	5.6	7	-1
COC(=O)c1sccc1Oc1ccc(F)cc1[N+](=O)[O-]	0.1	-3	-4	-9	2	3	4.0	-2	0
Cc1cc(C)c(C(=O)c2ccc(C(=O)N3CCCCC3)cc2)c(C)c1	0.1	-2	-3	-2	-3	4	4.6	-2	2
C=CCn1c(SCC(=O)c2ccc(Br)cc2)nnc1C(CC(C)C)NC(=O)c1cccs1 (configuration not stated)	0.3	26	5	-2	2	0	7.0	8	2
CCOC(=O)COc1ccc2c(c1)C(=O)CC1(CCCCC1)O2	-0.2	-6	1	-2	-4	3	-0.1	2	-3
O=C(Nc1cc(S(=O)(=O)N2CCOCC2)ccc1N1CCOCC1)c1ccccc1[N+](=O)[O-]	0.3	-1	nt	nt	12	6	nt	nt	nt
C/C(Cn1cnc([N+](=O)[O-])n1)=N/NC(=O)COc1c(Cl)cc(Cl)cc1Cl	0.0	13	8	-1	-3	-3	-0.1	0	-3
CCN1CCN(CCCNC(=O)c2ccc(CS(=O)c3ccc(Br)cc3)o2)CC1 (configuration not stated)	0.0	-8	-5	-1	11	4	0.2	0	-1
COC(=O)c1ccc(CSc2nc3c(c(=O)n2-c2ccc(F)cc2)SCC3)o1	0.0	-2&58	7	0	0	-3	4.8	3	2
O=P(O)(COc1ccccc1)COc1ccccc1	0.0	10	-3	0	-7	4	2.8	2	2
CN(C(=O)c1cccc(NC(=O)c2cccs2)c1)c1ccccc1	0.1	4	-16	4	17	-7	-0.1	-4	-2
FC(F)Oc1ccc(/C=N/c2c(-c3ccc(OC(F)F)cc3)nc3n2CCS3)cc1	0.6	-6	7	-5	7	-6	-1.2	3	-7
Cn1c(=O)c2c(nc(CN3CCOCC3)n2CCCc2ccccc2)n(C)c1=O	0.2	-7&1	-3	-1	-1	3	2.2	-1	0
N#Cc1ccccc1Sc1ccccc1C(=O)Nc1ccc(Br)cc1	0.4	-1	1	0	18	-7	2.0	7	-2
CCCCCCOC(=O)Cc1c(C)nc(-c2ccccc2)[nH]c1=O	0.0	0	-6	1	10	6	0.3	-4	3
CCOc1ncccc1C(=O)OCc1ccc(C(=O)OC)o1	0.1	8	-1	0	7	4	-1.5	-2	5

Screening results (PubChem)
